# AMPAR-TARP mod = modulates AMPAR-stargazin complexes; O88602+P19491; 40,000 tested, 3.5% active; calls only at 30 µM; AID 1259245; HEK293 GluA2+stargazin, membrane potential dye (FDSS), glutamate EC50; hits were called plate by plate, in both directions;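 active = any of four per-well response measures lying three or more SD from its plate-wide compound average, in either direction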
# Target sequence (O88602 whole entry, looked up): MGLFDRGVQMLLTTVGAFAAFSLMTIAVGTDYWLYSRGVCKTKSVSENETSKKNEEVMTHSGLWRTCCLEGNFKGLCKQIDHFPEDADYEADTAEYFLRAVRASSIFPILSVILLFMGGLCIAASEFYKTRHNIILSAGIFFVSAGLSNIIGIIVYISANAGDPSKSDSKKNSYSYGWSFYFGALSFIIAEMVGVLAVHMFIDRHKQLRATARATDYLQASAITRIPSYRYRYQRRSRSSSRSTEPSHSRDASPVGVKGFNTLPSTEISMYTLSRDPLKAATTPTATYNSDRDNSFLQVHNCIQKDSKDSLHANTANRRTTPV
# Target sequence (P19491 whole entry, looked up): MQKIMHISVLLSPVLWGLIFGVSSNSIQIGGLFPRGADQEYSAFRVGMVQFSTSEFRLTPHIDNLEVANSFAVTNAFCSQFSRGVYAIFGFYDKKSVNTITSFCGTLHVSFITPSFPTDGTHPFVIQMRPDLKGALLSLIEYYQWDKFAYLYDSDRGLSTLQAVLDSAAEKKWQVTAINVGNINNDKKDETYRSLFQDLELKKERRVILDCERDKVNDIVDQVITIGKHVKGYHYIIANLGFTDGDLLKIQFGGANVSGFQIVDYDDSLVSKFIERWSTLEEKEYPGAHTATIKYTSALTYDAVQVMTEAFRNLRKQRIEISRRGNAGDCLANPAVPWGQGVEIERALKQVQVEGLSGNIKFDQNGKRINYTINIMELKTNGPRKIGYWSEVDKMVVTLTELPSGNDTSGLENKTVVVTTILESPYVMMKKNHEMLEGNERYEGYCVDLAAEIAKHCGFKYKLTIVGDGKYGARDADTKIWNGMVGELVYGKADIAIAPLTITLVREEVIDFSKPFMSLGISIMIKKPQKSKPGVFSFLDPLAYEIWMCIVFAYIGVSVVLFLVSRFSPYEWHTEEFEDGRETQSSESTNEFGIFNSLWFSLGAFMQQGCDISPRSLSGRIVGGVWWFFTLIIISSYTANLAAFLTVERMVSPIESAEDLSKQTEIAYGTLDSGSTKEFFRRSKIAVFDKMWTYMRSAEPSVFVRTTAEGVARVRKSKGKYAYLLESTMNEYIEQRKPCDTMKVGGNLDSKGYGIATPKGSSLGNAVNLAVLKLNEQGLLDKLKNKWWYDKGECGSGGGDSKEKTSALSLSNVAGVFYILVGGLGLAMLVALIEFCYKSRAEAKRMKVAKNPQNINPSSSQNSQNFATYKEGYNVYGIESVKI
# AMPAR-TARP mod agonism max-min = second read-out of AMPAR-TARP mod, no call of its own (marks repeat the call); compound max-min signal; compound-alone response (agonism);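 unitless range of fluorescence divided by baseline over first 100 seconds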
# AMPAR-TARP mod glutamate slope = second read-out of AMPAR-TARP mod, no call of its own (marks repeat the call); glutamate slope, % of max; measured here: glutamate response slope, % max;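 scaled per plate between vehicle wells and maximal 1 mM glutamate control wells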
# Numbers without * were called inactive; i = inactive; & = joins results of further samples.
AMPAR-TARP mod	AMPAR-TARP mod glutamate slope	AMPAR-TARP mod agonism max-min	compound
i	76.8	0.104	CCOC(=O)N1CCc2nc(NC(=O)Cc3ccc(OCC)cc3)sc2C1
i	61.3	0.0746	Cc1ccc(C)c(NC(=O)CSc2ncnc3nc(C)ncc23)c1
i	47.3	0.057	CCCCNS(=O)(=O)c1cccc2cccnc12
i	82.8	0.0845	Cc1nccn1CC1CCN(S(=O)(=O)c2cccc(Cl)c2)CC1
i	32.1	0.158	NS(=O)(=O)c1ccc(N2N=C(c3ccc(F)cc3)CC2c2ccc([N+](=O)[O-])cc2)cc1 (centres undefined)
i	51.5	0.128	CCOc1ccc(NC(=O)CSC2=NS(=O)(=O)c3ccccc32)cc1
i	48.8	0.073	CCc1nnc(-c2ccc(NC(=O)C3CC(=O)N(c4ccc(OC)cc4)C3)cc2)o1 (centres undefined)
i	47.5	0.0623	CC(=O)Nc1ccc(NC(=O)CSc2ccc(S(=O)(=O)C(F)(F)F)cc2[N+](=O)[O-])cc1
i	61.4	0.107	Cc1nn(C2CCS(=O)(=O)C2)c2nc(-c3ccccc3)cc(C(=O)Nc3ccc(C(N)=O)cc3)c12 (centres undefined)
i	64.2	0.0937	Cc1cccc(N2CCN(S(=O)(=O)CCNC(=O)C3CC3)CC2)c1
i	50.4	0.114	CCCNc1nc2c(c(=O)[nH]c(=O)n2C)n1CCc1ccc(OC)cc1
i	53.2	0.109	COc1ccc(C)cc1NS(=O)(=O)c1cc(N2C(=O)CCS2(=O)=O)ccc1C
i	65.6	0.09	CCOc1cn2c(cc1=O)C(=O)N(CCNC(=O)c1cc(Cl)ccc1OC)CC2
i	23.0	0.0748	CN1CCN(C(=O)c2cc(I)ccc2NC(=O)c2cccnc2)CC1
i	70.4	0.162	Cc1ccc(NC(=O)N2CCN(c3ccc(Nc4ccncc4)nn3)CC2)cc1
i	25.4&35.9	0.0734&0.0599	NC(=O)CN1CCN(c2ccc(Cl)cc2)CC1

# Individual results from the results shown:
# Result for Cc1nn(C2CCS(=O)(=O)C2)c2nc(-c3ccccc3)cc(C(=O)Nc3ccc(C(N)=O)cc3)c12 (centres undefined) under AMPAR-TARP mod glutamate slope: 61.4
# Result for Cc1ccc(NC(=O)N2CCN(c3ccc(Nc4ccncc4)nn3)CC2)cc1 under AMPAR-TARP mod glutamate slope: 70.4

# The listing continues.
AMPAR-TARP mod	AMPAR-TARP mod glutamate slope	AMPAR-TARP mod agonism max-min	compound
i	57.3	0.104	O=C(Nc1cccs1)N1CCN(C(=O)c2cnn3ccccc23)CC1
i	53.2	0.113	COc1cc(C(=O)N2CCC(c3nnc(-c4ccc(F)cc4)o3)CC2)cc(OC)c1OC
i	51.2	0.0823	COc1ccc(NC(=O)C(=O)Nc2ccc3c(c2)N(S(=O)(=O)c2ccc(C)cc2)CCC3)cc1
i	34.7	0.0819	O=C(Nc1ccc([N+](=O)[O-])cc1Cl)C1c2ccccc2Oc2ccccc21
i	59.6	0.0527	CN(Cc1ccccc1)C(=O)C(=O)c1cn(CC(=O)N2CCOCC2)c2ccccc12
i	67.6	0.0533	OC(COCc1ccccc1)CN1CCN(c2ccccc2F)CC1 (centres undefined)
i	54.9	0.0777	CCc1ccccc1NC(=O)Cc1csc(Nc2ccc(S(C)(=O)=O)cc2)n1
i	84.8	0.0779	CCCCN1CC(c2nc3ccccc3n2C/C=C/c2ccccc2)CC1=O (centres undefined)
i	39.8	0.044	CCOc1ccc(NC(=O)c2ccc(=O)n(Cc3cccc(C(F)(F)F)c3)c2)cc1
i	48.6	0.0572	COc1ccccc1C(=O)NCC1CCN(Cc2cccs2)CC1
i	59.6	0.106	COc1ccccc1OCC(=O)Nc1cc(C)nn1-c1nc2c(cnn2-c2ccc(C)c(C)c2)c(=O)[nH]1
i	63.4	0.115	COc1cccc(NC(=O)C(=O)NCC2CCN(C(=O)NC(C)(C)C)CC2)c1
i	49.9	0.0433	O=C1CCCCN1c1ccc(NS(=O)(=O)CCc2ccccc2)cc1
i	73.2	0.0501	CCOc1ccc(/C=C/C(=O)Nc2c(C)cc(C)cc2Cl)cc1OC
i	47.9	0.0486	CN=C(NS(=O)(=O)c1ccc(Cl)cc1)c1ccc(Cl)cc1
i	60.1	0.0747	CC(C)C(=O)Nc1ccc2c(c1)CC(=O)N2
i	52.4	0.0407	COc1cn(CC(=O)NCc2ccccc2Cl)c(CSc2nccn2C)cc1=O
i	67.9	0.135	Cc1nc2sc(C(c3ccc(Br)cc3)N3CCCC(C)C3)c(O)n2n1 (centres undefined)
i	52.9	0.128	CCOC(=O)c1ccc(NC(=O)c2cc(C)oc2C)cc1
i	51.6	0.0807	CCC1(C)CC(CCN(Cc2ccco2)C(C)=O)(c2ccccc2)CCO1 (centres undefined)
i	54.8	0.0973	COc1cn(CC(=O)Nc2cccc(C(F)(F)F)c2)c(CSc2nnnn2C)cc1=O
i	35.5	0.0684	COc1cccc(-c2cc(CC(=O)N3CCCCC3C)no2)c1 (centres undefined)
i	53.5	0.106	COc1ccc(-c2nnc3ccc(OCCNC(=O)c4ccc5ccccc5c4)nn23)cc1
i	48.3	0.1	COc1ccc(S(=O)(=O)NC(C)C)cc1OC
i	64.0	0.0819	CCn1c(SCc2nc(-c3ccccc3Cl)no2)nc2ccccc2c1=O
i	48.7&81.0	0.0872&0.0371	CC(=O)Nc1ccc(NC(=O)c2nnn(-c3ccccc3Cl)c2C)cc1
i	66.1	0.0733	COc1ccc(OC)c2sc(N(Cc3ccco3)C(=O)CSc3ccccc3)nc12
i	55.6	0.102	CCC(C(=O)Nc1cc(C)nn1-c1nc2c(cnn2-c2ccccc2)c(=O)[nH]1)c1ccccc1 (centres undefined)
i	43.3	0.0483	Cc1ccc(C(CNC(=O)C(=O)Nc2ccc3c(c2)OCCO3)N(C)C)cc1 (centres undefined)
i	50.7	0.0904	COc1ccc(NC(=O)Nc2ccccc2)cc1N1CCCC1=O
i	80.0	0.102	COc1ccc(F)cc1S(=O)(=O)N1CCCN(CCn2cccn2)CC1
i	56.2	0.0637	CCC(=O)Oc1cccc(N2C(=O)C3CCCCC3C2=O)c1 (centres undefined)
i	64.6	0.104	COc1cc(C)c(C(C)C)cc1S(=O)(=O)N1CCN(c2ccc(F)cc2)CC1
i	37.9	0.0379	COc1cn(CC(=O)Nc2ccc(C(N)=O)cc2)c(CSc2nnnn2C)cc1=O
i	65.4	0.0919	COc1ccc(-c2noc(CSc3nc4ccsc4c(=O)n3-c3ccccc3)n2)cc1OC
i	58.3	0.128	COc1ccccc1C1C(C(=O)c2cc3ccccc3o2)=C(O)C(=O)N1CCCN(C)C (centres undefined)
i	73.1	0.11	COCCOC(=O)C1=C(C)NC(=O)NC1c1ccc(O)cc1 (centres undefined)
i	29.0	0.109	COc1ccc(C(=O)Nc2cc(Cl)ccn2)cc1
i	38.8	0.0398	CCOc1nn(CC)cc1-c1nnc(SCC(=O)NC)n1CC
i	33.2	0.0564	Cc1ccc(CC(=O)O/N=C(\N)c2ccc(Br)cc2)cc1
i	66.4	0.0907	Cc1c(C(=O)N2CCN(C(=O)c3ccco3)CC2)c(C(F)(F)F)nn1C(C)C
i	56.6	0.0822	CC(C)CC(=O)NCCn1ncc2c(N3CCCC3)ncnc21
i	42.0	0.0744	Cc1ccc(OCC(=O)Nc2ccc3c(c2)CCCN3S(=O)(=O)c2ccccc2)cc1
i	58.7	0.175	COc1ccc([N+](=O)[O-])cc1NC(=S)N1CCc2ccccc2C1
i	53.9	0.0899	COc1cc(N2CCC(C(=O)NCc3ccc4c(c3)OCO4)CC2)ncn1
i	55.3	0.0554	Cc1cc2c(=O)n(Cc3ccco3)c(SCc3nc4ccccc4[nH]3)nc2s1
i	51.8	0.114	CC(=O)Nc1ccc(S(=O)(=O)N2CCCc3ccccc32)cc1
i	10.4	0.054	COc1ccc(-c2ccc(=O)n(CCNS(=O)(=O)c3ccc(OC)c(F)c3)n2)cc1

# A draw from above in order of length of the SMILES, low to high.
AMPAR-TARP mod	AMPAR-TARP mod glutamate slope	AMPAR-TARP mod agonism max-min	compound
i	52.9	0.128	CCOC(=O)c1ccc(NC(=O)c2cc(C)oc2C)cc1
i	73.2	0.0501	CCOc1ccc(/C=C/C(=O)Nc2c(C)cc(C)cc2Cl)cc1OC
i	53.9	0.0899	COc1cc(N2CCC(C(=O)NCc3ccc4c(c3)OCO4)CC2)ncn1
i	66.1	0.0733	COc1ccc(OC)c2sc(N(Cc3ccco3)C(=O)CSc3ccccc3)nc12
i	65.4	0.0919	COc1ccc(-c2noc(CSc3nc4ccsc4c(=O)n3-c3ccccc3)n2)cc1OC
i	53.2	0.113	COc1cc(C(=O)N2CCC(c3nnc(-c4ccc(F)cc4)o3)CC2)cc(OC)c1OC

# More entries.
AMPAR-TARP mod	AMPAR-TARP mod glutamate slope	AMPAR-TARP mod agonism max-min	compound
i	59.1	0.129	O=C(CSCc1ccccc1)N1CCN(Cc2nc(-c3ccco3)cs2)CC1
i	65.5	0.116	CCN(CC)C(=O)Oc1ccc2c(c1)O/C(=C\c1ccc(OC)c(OC)c1)C2=O
i	59.3	0.0819	Cc1c(C(=O)N2CCC(C(N)=O)CC2)c(C(F)(F)F)nn1-c1ccccc1
i	51.6	0.117	CC(C)c1nnc(C2CCN(S(=O)(=O)c3ccc(F)cc3F)CC2)o1
i	53.1	0.0717	CCOCCn1c(=O)c2c(nc3n(Cc4ccco4)c(C)c(C)n23)n(C)c1=O
i	60.1	0.136	CCOc1ccc(-c2nc(NC(=O)Cc3ccc(S(C)(=O)=O)cc3)sc2C)cc1
i	84.5	0.0911	CC(C)NC(=O)C(=O)NCC(c1ccco1)N(C)C (centres undefined)
i	54.4	0.0336	COc1cccc(OCC(=O)Nn2cnc3c(cnn3C(C)(C)C)c2=O)c1

# Complete entries, quoted from the list. Screens in order: AMPAR-TARP mod	AMPAR-TARP mod glutamate slope	AMPAR-TARP mod agonism max-min
# COc1cccc(OCC(=O)Nn2cnc3c(cnn3C(C)(C)C)c2=O)c1 as listed: i	54.4	0.0336
# Cc1c(C(=O)N2CCC(C(N)=O)CC2)c(C(F)(F)F)nn1-c1ccccc1 as listed: i	59.3	0.0819

# Additional compounds.
AMPAR-TARP mod	AMPAR-TARP mod glutamate slope	AMPAR-TARP mod agonism max-min	compound
i	97.1	0.102	CC(C)(C)NC(=O)NCC1COC2(CCCCC2)O1 (centres undefined)
i	28.7	0.0636	COc1ccc(-c2ccc(N3CCN(C(=O)c4cccs4)CC3)nn2)cc1OC
i	67.3	0.0464	CCC(CC)C(=O)N1CCN(c2ncnc3c2nnn3-c2ccccc2)CC1
i	61.6	0.079	O=C(NCCC1=CCCCC1)c1ccc(S(=O)(=O)N2CCOCC2)o1
i	54.6	0.195	CCCNc1cc(C)nc2c(-c3ccc(OC)c(OC)c3)c(C)nn12
i	59.6	0.0494	CCOc1cc(N2CCN(C(=O)c3ccccc3C(F)(F)F)CC2)nc(C)n1
i	74.3	0.0861	Cc1nc(C)c(C(=O)NCCn2ncc3c(N4CCOCC4)ncnc32)s1
i	48.8	0.0604	O=C1C2C3C=CC(C3)C2C(=O)N1C1CCS(=O)(=O)C1 (centres undefined)
i	45.4	0.0578	Cc1cccc(-n2ncc3c(=O)n(CC(=O)N4CC(C)OC(C)C4)cnc32)c1C (centres undefined)
i	61.6	0.0847	CS(=O)(=O)N1CCCCC1C(=O)Nc1ccccc1-c1nc2ccccc2s1 (centres undefined)
i	55.7	0.112	COC(=O)c1cc(OC)c(OC)cc1NC(=O)c1cc(C)oc1C
i	61.5	0.068	O=C(Cn1nc(-c2ccco2)ccc1=O)N1CCc2ccccc21
i	1.3	0.0519	COc1ccc(-c2ccc(=O)n(CCNS(=O)(=O)c3c(C)cc(C)cc3C)n2)cc1
i	60.6	0.0781	COc1ccccc1NC(=O)N1CCC(c2nnc(-c3ccc(F)cc3)o2)CC1
i	43.2	0.117	COc1ccc(N2CCN(C(CNS(=O)(=O)c3cc(F)ccc3F)c3cccnc3)CC2)cc1 (centres undefined)
i	52.5	0.107	COc1cn2c(cc1=O)C(=O)N(CCNC(=O)c1cccc3ccccc13)CC2
i	98.1	0.0748	Cc1ccccc1-c1ccc(=O)n(CC(=O)N2CCOCC2)n1
i	66.6	0.0955	COc1ccc(SCC(=O)Nc2c(C(N)=O)oc3ccccc23)cc1
i	64.1	0.102	O=C(c1cc(=O)c2ccccc2o1)N1CCC(c2nnc(-c3ccco3)s2)CC1
i	48.8	0.12	O=C(CSCc1ccccc1)Nc1ccc2sccc2c1
i	47.2	0.0726	COc1cccc(C(=O)Nc2ccc3c(c2)N(C(C)=O)CCC3)c1
i	48.1	0.0271	O=C(C1CC1c1ccc(F)cc1)N1CCNCC1 (centres undefined)
i	43.2	0.103	Cc1cc(=O)[nH]c(-n2nc(C)c(CCC(=O)Nc3ccc(C(C)C)cc3)c2C)n1
i	69.2	0.132	Cn1nc(NC(=O)Cc2cccs2)c2c1NC(=O)CC2c1ccco1 (centres undefined)
i	38.2	0.0371	Cc1ccc(-n2nnc3c(N4CCN(C(=O)Cc5ccc([N+](=O)[O-])cc5)CC4)ncnc32)cc1
i	35.3	0.0541	Cc1ccc2nc(NC(=O)CCCn3nc(-c4ccc(F)cc4)ccc3=O)sc2c1
i	46.8	0.114	CSc1ccc(CC(=O)Nc2nc3ccc4nc(C)sc4c3s2)cc1
i	47.1	0.1	O=C(Nc1ccc([N+](=O)[O-])cc1)c1ccc(=O)n(Cc2ccc(Cl)cc2)c1
i	54.5	0.167	COc1cc2nc(NC(=O)CCCS(=O)(=O)c3ccccc3)sc2cc1OC
i	59.5	0.073	CCCC(CCC)C(=O)Nc1cc(C(=O)N2CCOCC2)cn(C)c1=O
i	69.2	0.104	COc1ccc(-c2noc(CSc3nc4ccsc4c(=O)n3Cc3ccccc3)n2)cc1OC
i	70.1	0.114	COc1ccc(S(=O)(=O)NCCO)cc1N(C)S(C)(=O)=O
i	69.1	0.0896	CCOc1ccc2cc(S(=O)(=O)N3CCCCCC3)ccc2c1
i	63.8	0.0997	Cc1nn(-c2nc(C)c(C)c(=O)[nH]2)c(C)c1CCC(=O)Nc1ccc(C(C)C)cc1
i	57.8	0.0887	CNC(=O)C(=O)Nc1ccon1

# Screening results (PubChem BioAssay)

# This is a subset; count on the stated rates, not on these rows.
